Source: PubChem
14-3-3g Raf: modulators of 14-3-3 gamma protein binding, primary screen, biochemical, fluorescence polarization. 14-3-3 protein gamma (Homo sapiens), P61981. inhibition, % at 40 µM. FP, 14-3-3gamma / TMR-pS259-Raf peptide binding. AID 422, 2006. 0.19% of 160,000 active; in the data active = inhibition above about 30%;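 also: 0% = protein plus tracer without compound and 100% = blank with tracer alone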
Target sequence (P61981 whole entry, looked up): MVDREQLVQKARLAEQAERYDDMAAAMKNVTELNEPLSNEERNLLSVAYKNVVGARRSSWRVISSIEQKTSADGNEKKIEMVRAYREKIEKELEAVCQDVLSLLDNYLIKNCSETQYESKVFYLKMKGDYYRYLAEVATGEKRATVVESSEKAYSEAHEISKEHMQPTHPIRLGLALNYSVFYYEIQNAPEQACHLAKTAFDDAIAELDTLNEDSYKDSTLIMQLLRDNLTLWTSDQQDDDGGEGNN
An asterisk follows results filed as active; & = joins results of further samples. An excerpt; rates above refer to the full screens.

14-3-3g Raf,Molecule
-15,O=C(CCCn1c(=O)[nH]c2cc(Cl)ccc2c1=O)NC1CCN(Cc2ccccc2)CC1
-12,COCCNC(=O)c1ccc(C(=O)NCCOC)s1
0&2,O=C(O)c1c[nH]c2c(ccc3ccccc32)c1=O
1,COc1cc(OC)c(C2=NOC(C(=O)Nc3cc(C)nn3-c3ccccc3)C2)cc1Cl (configuration not stated)
-1,CCC(C)(C)NC(=O)CN(Cc1ccc2c(c1)OCO2)C(=O)CCC(=O)Nc1ccccn1
-2,O=C(O)CCn1c(=S)[nH]c2cc3c(cc2c1=O)OCO3
-8,O=C1c2ccccc2C(Nc2ccc3c(c2)OCO3)N1Cc1ccc2c(c1)OCO2 (configuration not stated)
-12,CC1(C)CC(=O)c2c(nc(Cc3ccccc3)c3[nH]c4ccccc4c23)C1
-13,O=C(COc1ccc(-c2ccccc2)cc1)NCCc1nc2ccccc2[nH]1
-3,COC(=O)c1[nH]c2ccc(Cl)cc2c1NC(=O)CCN1CCOCC1
-1,CCOC(=O)c1c(NC(=O)CSc2nnnn2C)sc(CC)c1C
2&2,C[C@]12CCC(=O)C=C1CC[C@@H]1[C@@H]2[C@@H](O)C[C@@]2(C)[C@H]1CC[C@]2(O)C(=O)CO
2,Cc1cc(C)cc(NC(=O)C(Cc2ccccc2)NC(=O)C2CCCCC2)c1 (configuration not stated)
-65,COc1cc(Cl)c(C2Oc3ccccc3C3CC(c4cccs4)=NN32)cc1OC (configuration not stated)
-8,Cc1cccc(NC(=O)CSc2nc3c(c(=O)n2Cc2ccccc2)SC(C)C3)c1C (configuration not stated)
-6,COc1ccc(NC(=O)c2cccc(Cn3cc(Br)cn3)c2)cn1
14,O=C(Nc1ccon1)c1ccccc1Cl
4,Cc1cc(C)cc(N2C(=O)CSC2c2ccccc2Br)c1 (configuration not stated)
7,CC1(O)N(CCOC23CC4CC(CC(C4)C2)C3)C(=O)OC12CCCCC2 (configuration not stated)
-5,Cc1ccc(S(=O)(=O)N2CCN(C(=O)C3Cc4ccccc4CN3C(=O)c3ccco3)CC2)cc1 (configuration not stated)

New compounds follow
14-3-3g Raf,Molecule
0,CCOc1cccc(C(=O)Nc2ccc(NC(=O)c3ccc(Br)cc3)cc2)c1
1,O=C(NCCC1=CCCCC1)c1ccc(F)c(S(=O)(=O)N2CCOCC2)c1
-3&4,CCN(CC)c1ncnc2sc(C(=O)N3CCN(c4ccccc4)CC3)c(C)c12
0,O=C(CCCn1c(=S)[nH]c2cc3c(cc2c1=O)OCO3)N1CCN(c2ccc(F)cc2)CC1
-7,COc1ccccc1N1CCN(C(=O)CCC(=O)Nc2ccc3nc(N4CCCCC4)cc(C)c3c2)CC1
-26,CSc1ccc(-c2nc(-c3ccccc3)c(-c3cccs3)[nH]2)cc1
3,Cc1cc(NC(=O)C(CC(C)C)NC(=O)C2CCC(C)CC2)ccc1Br (configuration not stated)
-8,COc1ccc(C2CC(=O)C3=C(C2)NC(C)=C(C(=O)Nc2ccc(C)cc2)C3c2cccc(O)c2)cc1OC (configuration not stated)
-3,CC(C)CC(c1nnnn1CC1CCCO1)N1CCN(c2cccc(Cl)c2)CC1 (configuration not stated)
-1,O=C(C1CCN(S(=O)(=O)N2CCOCC2)CC1)N1CCN(c2ccccc2F)CC1
-6,CC(C)n1c(C(O)c2ccc(OCc3ccccc3)cc2)nc2ccccc21 (configuration not stated)
-5,O=C(OCc1ccc2c(c1)OCO2)c1ccc(S(=O)(=O)N2CCCCC2)cc1
-42,COCCn1c(C)nc2oc3ccc(Br)cc3c(=O)c2c1=O
-5,O=C(NC1=NC2CCCCC2N1)c1ccccc1 (configuration not stated)
-8,O=C(NCC12CC3CC(CC(Cl)(C3)C1)C2)C(c1ccccc1)c1ccccc1
3,CCCc1cc(=O)[nH]c(SCC(=O)Nc2ccc(OC)cc2)n1
-8,COCCn1c(C)cc(C(=O)COC(=O)c2ccc(N3CCCC3=O)cc2)c1C
-6,O=C(Nc1ncc(Cc2cccc(C(F)(F)F)c2)s1)c1ccc(Br)cc1
0,COc1ccccc1-c1cc(C(=O)Nc2cc(C)nn2-c2ccccc2)no1
-3,Cc1cc(=O)oc2cc3c(cc12)OCCO3

More results
14-3-3g Raf,Molecule
-8,COc1ccc(-n2nnnc2SCC(=O)NCCc2ccccc2)cc1
-14,COc1ccc(C(=O)NCC(c2ccc(F)cc2)N2CCOCC2)cc1S(=O)(=O)N1CCCC1 (configuration not stated)
10,Oc1cccc2ccc[n+](CC(O)Cn3c4ccccc4c4ccccc43)c12 (configuration not stated)
3,CC1CC(=O)N(c2ccc(N3CCC(O)(c4ccc(Cl)c(C(F)(F)F)c4)CC3)c([N+](=O)[O-])c2)C1=O (configuration not stated)
5,Cc1ccc(C(=O)Nc2cccc(C(=O)NCc3ccccc3)c2)o1
8,COc1ccc(Nc2nnc(-c3ccc(N4CCOCC4)c([N+](=O)[O-])c3)c3ccccc23)cc1
-9,CCC(Sc1nc(C)cc(-c2ccccc2)n1)C(=O)Nc1ccccc1C#N (configuration not stated)
-22,CC1=NN(C(=O)COc2cc(C)ccc2C(C)C)C(O)(C(F)(F)F)C1 (configuration not stated)
5,CCOC(=O)c1c(C)c(C(=O)N2CCN(c3cccc(Cl)c3)CC2)c(C)n1C
-3,Cc1ccnc(SCC(=O)N2c3ccccc3C(C)(c3ccc(Cl)cc3)CC2(C)C)n1 (configuration not stated)
-9,O=C(CC12CC3CC(CC(C3)C1)C2)NCC(=O)N1CCCC1
-4,CCN(CC)CCOC(=O)c1cccc(Br)c1
-17,COC(=O)COc1cc2oc(=O)c3c(c2cc1Cl)CCC3
-4,Cc1cccc(N2CCN(S(=O)(=O)c3ccc(F)c(C(=O)Nc4ccc(Br)cc4)c3)CC2)c1C
-8,COCCNC(=O)C1CCN(S(=O)(=O)c2ccc(OC)cc2)CC1
7,CCCCCCc1cc2cc(C(N)=O)c(=Nc3cccc(F)c3)oc2cc1O
1,c1ccc(COc2ccc(OCCOCCn3cncn3)cc2)cc1
-5,COc1ccccc1CNC(=O)[C@@H]1CCCN1C(=O)C1CCN(S(=O)(=O)c2ccc(C)cc2)CC1
1,C=CCn1c(Cc2cccs2)nnc1SCC(=O)Nc1cc(OC)cc(OC)c1
13,Cc1ccc(-n2ncc3c(=O)[nH]c(SCC(=O)c4ccc(Cl)cc4)nc32)cc1

Of the compounds above, two have a furan ring, fused or not:
14-3-3g Raf,Molecule
-5,Cc1ccc(S(=O)(=O)N2CCN(C(=O)C3Cc4ccccc4CN3C(=O)c3ccco3)CC2)cc1 (configuration not stated)
5,Cc1ccc(C(=O)Nc2cccc(C(=O)NCc3ccccc3)c2)o1

(cont.)
14-3-3g Raf,Molecule
-2,Cc1ccc(CN2C(=O)c3ccccc3C2C(=O)NCCc2ccccc2)cc1 (configuration not stated)
-3,CCOC(=O)c1c(NC(=O)c2cc([N+](=O)[O-])ccc2Br)sc2c1CCCC2
-11,O=C(Nc1cc2cc(Cl)ccc2oc1=O)c1ccc(Br)cc1
7,C=CCNC(=O)c1ccc(C)cc1Cl
2,Fc1ccc2c(c1)C1C=CCC1C(c1ccncc1)N2 (configuration not stated)
-6,CCOC(=O)C1CCN(C(=O)c2ccc(N3CC4CC(C3)c3cccc(=O)n3C4)c(NC(=O)c3cccs3)c2)CC1 (configuration not stated)
17,COC(=O)c1ccc(COC(=O)c2ccccn2)cc1
-11,COC(=O)C1=C(C)N=C2SC(C)C(=O)N2C1c1ccc(C)cc1 (configuration not stated)
6,O=C(Nc1nc(-c2ccc(Br)cc2)cs1)c1cc(=O)c2ccccc2o1
12,CCC(=O)N1CCc2cc(S(=O)(=O)CCC(=O)Nc3ccc(C(C)=O)cc3)ccc21
-9,CCC(=O)N1CCc2cc(Br)cc(S(=O)(=O)CCC(=O)N(CC)c3ccc4c(c3)OCO4)c21
-1,CS(=O)(=O)c1ccc2nc(NC(=O)C3C4C=CC(C4)C3C(=O)O)sc2c1 (configuration not stated)
-11,O=c1oc2ccc(Br)cc2cc1-c1csc(-c2ccc(Cl)cc2)n1
-27,O=C1c2ccccc2C(=O)c2c1cc(S(=O)(=O)c1ccccc1)c1nsnc21
5,COc1ccc(C(=O)N2CCN(C(=O)c3cccc(F)c3)CC2)cc1OC
-15,COc1ccc(Cc2nnc(SCC(=O)Nc3nc(C)cs3)o2)cc1
-3,FC(F)(F)COc1nc(Nc2ccccc2)nc(OCC(F)(F)F)n1
-4,Cc1cccc(N2CCN(S(=O)(=O)c3cc(C(=O)Nc4ccccc4Cl)ccc3F)CC2)c1C
-6,COc1ccc(C(=O)N2CC(=O)Nc3ccc(C)cc3C2c2ccc(F)cc2)c(OC)c1 (configuration not stated)
4,CC1=C(C(=O)Nc2cccc(C(F)(F)F)c2)C(c2ccccn2)C2=C(CC(C)(C)CC2=O)N1 (configuration not stated)

Additional compounds
14-3-3g Raf,Molecule
-4,O=c1[nH][nH]c2nc(C(F)(F)F)cc(C(F)(F)F)c12
-183,O=C(O)c1ccc(C2Nc3ccc(F)cc3C3C=CCC32)cc1 (configuration not stated)
-3,CCOC(=O)c1cc(CC)sc1NC(=O)Cc1ccsc1
-6,COc1ccc(CN(Cc2cc3ccc(C)cc3[nH]c2=O)Cc2nnnn2C2CCCC2)cc1
-9,CCCC(=O)Nc1c2c(nn1-c1ccccc1C)CS(=O)(=O)C2
1,CCCCCSc1nnc2c(n1)OC(c1ccc(O)c(OC)c1)Nc1ccccc1-2 (configuration not stated)
-1&-1,Cc1cccc(CN2CCNC2=O)c1
2,COc1ccc(N2CCN(C(c3ccccc3)c3nnnn3Cc3ccc(F)cc3)CC2)cc1 (configuration not stated)
-16,COC(=O)c1ccc(NC(=O)CCS(=O)(=O)c2ccc(C)cc2)cc1
1,CCOC(=O)C1CCCN(C(=O)C(C)Oc2ccc(Cl)cc2Cl)C1 (configuration not stated)
-80,Cc1cc(NC(=O)CCC2CCCCC2)nc2c1c(=O)oc1ccccc12
-5,Cc1noc(C)c1C(=O)N1CCc2ccccc2C1
1,Cc1cccc(C)c1N1C(=O)c2ccc(F)cc2C1=O
-3,O=C(CCS(=O)(=O)Cc1ccccc1F)N1CCc2ccccc2C1
6,O=C(CN(C1CCCCC1)S(=O)(=O)c1ccc(Cl)cc1)N1CCN(c2ccccc2F)CC1
-5,Nc1ccc2oc(-c3ccccn3)nc2c1
-12,Cc1cc(-n2c(C)cc(C(=O)CSc3nnnn3-c3ccccc3)c2C)no1
-7,COc1ccc(C2NC(=S)NC(C)=C2C(=O)OC(C)C)cc1 (configuration not stated)
-2,COc1ccc(CCNC(=O)CSc2nnc(-c3cccc(C)c3)o2)cc1OC
-6,CCCCCC(=O)Nc1ccc(OC)cc1

Further entries follow.
14-3-3g Raf,Molecule
-82,Cc1ccc(SCCc2ccc3cc(-c4ccccc4)cn3c2)cc1
-2,O=C(NCCC1=CCCCC1)N[C@@H](Cc1ccccc1)C(=O)O
-69,Cc1cc(C=C2C=CC(=O)O2)oc1C
1,COc1ccc(Nc2nc(N)nc(CC(=O)CSc3ccc(C)cc3)n2)cc1
-20,Cc1cc(Cl)ccc1OC(C)C(=O)Nc1nc2ccccc2[nH]1 (configuration not stated)
2,Cc1nc(Cl)c(C(=O)N2CCOCC2)c(C)c1Cl
-6,CCOc1cc2[nH]c(=O)n(CCC(=O)N3CCCCCC3)c(=O)c2cc1OCC
-198,Brc1ccc(C(c2c[nH]c3ccccc23)c2c[nH]c3ccccc23)s1
-15,Cc1ccc2nsnc2c1NC(=O)c1sc2ccccc2c1Cl
-9,CCCn1cnc2sc(C(=O)N3CCN(c4ccc(F)cc4)CC3)c(C)c2c1=O
-24,Cc1ccc(-c2csc(NC(=O)C(C(C)C)N3C(=O)c4ccccc4C3=O)n2)cc1 (configuration not stated)
-12,O=C(Nc1ccc(Br)c(C(F)(F)F)c1)c1ccc(Br)cc1
1,CC1CCN(c2nc(-c3ccccc3)cs2)CC1
3,O=C1CC(N2CCN(c3ccccc3F)CC2)C(=O)N1c1cccc(Br)c1 (configuration not stated)
-1,CCOC(=O)C1CCN(C(=O)c2cc3nc(-c4ccco4)cc(C(F)(F)Cl)n3n2)CC1
10,CCN(CC)CCOc1ccc(Br)cc1
-2,O=[N+]([O-])c1ccc(N2CCOCC2)cc1SCc1ccco1
-11,COc1ccc(NC(=O)c2c(NC(=O)CNCc3ccco3)sc3c2CCC3)cc1
-9,CCC1C(=O)N=C(SCC(=O)Nc2ccccc2)NC1=O (configuration not stated)
14,CC(C)(C)OC(=O)C[n+]1ccc(C(N)=O)cc1
-1,CC1CN(C(=O)c2ccc3c(c2)OCO3)OC(c2ccccc2)O1 (configuration not stated)

Compounds from the list above containing bromine, in the order listed:
14-3-3g Raf,Molecule
-6,COc1ccc(NC(=O)c2cccc(Cn3cc(Br)cn3)c2)cn1
4,Cc1cc(C)cc(N2C(=O)CSC2c2ccccc2Br)c1 (configuration not stated)
0,CCOc1cccc(C(=O)Nc2ccc(NC(=O)c3ccc(Br)cc3)cc2)c1
3,Cc1cc(NC(=O)C(CC(C)C)NC(=O)C2CCC(C)CC2)ccc1Br (configuration not stated)
-42,COCCn1c(C)nc2oc3ccc(Br)cc3c(=O)c2c1=O
-6,O=C(Nc1ncc(Cc2cccc(C(F)(F)F)c2)s1)c1ccc(Br)cc1
-4,CCN(CC)CCOC(=O)c1cccc(Br)c1
-4,Cc1cccc(N2CCN(S(=O)(=O)c3ccc(F)c(C(=O)Nc4ccc(Br)cc4)c3)CC2)c1C
-3,CCOC(=O)c1c(NC(=O)c2cc([N+](=O)[O-])ccc2Br)sc2c1CCCC2
-11,O=C(Nc1cc2cc(Cl)ccc2oc1=O)c1ccc(Br)cc1
6,O=C(Nc1nc(-c2ccc(Br)cc2)cs1)c1cc(=O)c2ccccc2o1
-9,CCC(=O)N1CCc2cc(Br)cc(S(=O)(=O)CCC(=O)N(CC)c3ccc4c(c3)OCO4)c21
-11,O=c1oc2ccc(Br)cc2cc1-c1csc(-c2ccc(Cl)cc2)n1
-198,Brc1ccc(C(c2c[nH]c3ccccc23)c2c[nH]c3ccccc23)s1
-12,O=C(Nc1ccc(Br)c(C(F)(F)F)c1)c1ccc(Br)cc1
3,O=C1CC(N2CCN(c3ccccc3F)CC2)C(=O)N1c1cccc(Br)c1 (configuration not stated)
10,CCN(CC)CCOc1ccc(Br)cc1
